Compound activity: PubChem, Vanderbilt University
GIRK2 act – Activators of human GIRK2-containing channels. P48051. HEK293 GIRK2/NPY4 cells, thallium flux fluorescence. activation (% efficacy), % for hits at 37.5 µM. 34,000 tested, under 10 active. AID 1259324;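 active means primary screen hit, no activity in plain HEK293 cells, and in GIRK2-only cells above 5% efficacy rising with concentration; inactive means the rest, including fluorescent compounds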;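 further: efficacy is normalized control-subtracted fluorescence 15 s after thallium addition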
Target sequence (P48051 whole entry, looked up): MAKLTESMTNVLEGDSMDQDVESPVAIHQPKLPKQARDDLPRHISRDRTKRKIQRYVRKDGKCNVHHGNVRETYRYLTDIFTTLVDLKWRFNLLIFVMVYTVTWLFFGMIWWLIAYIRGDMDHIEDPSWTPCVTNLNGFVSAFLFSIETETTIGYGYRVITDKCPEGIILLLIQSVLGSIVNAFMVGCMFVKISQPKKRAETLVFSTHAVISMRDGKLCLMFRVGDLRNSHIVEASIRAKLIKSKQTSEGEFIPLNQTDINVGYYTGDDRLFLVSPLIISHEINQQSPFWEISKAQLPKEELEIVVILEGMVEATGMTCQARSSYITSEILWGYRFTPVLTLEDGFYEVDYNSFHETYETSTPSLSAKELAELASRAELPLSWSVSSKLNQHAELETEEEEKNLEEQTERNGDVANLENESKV
Calls only; i = inactive.

SMILES | GIRK2 act
O=C(Cn1c(=O)c2sccc2n(Cc2ccc(Cl)cc2)c1=O)NCc1ccco1 | i
Cc1ccnc(OCC(=O)Nc2cc(C(F)(F)F)ccc2Cl)n1 | i
NS(=O)(=O)c1ccc(CNC(=O)Cn2cnc(-c3cccs3)cc2=O)cc1 | i
CC(C)c1ccc(CC(=O)Nc2nnc(CSc3ccccc3)o2)cc1 | i
COc1ccc(-c2csc(-c3nnn(-c4ccc(Cl)cc4)c3N)n2)cc1OC | i
Cc1ccc(CNC(=O)CSc2ccc(NC(=O)C3CC3)nn2)cc1 | i
Cc1ccc(NS(=O)(=O)N2CCCCC2)c(C)c1 | i
O=C(CSc1nc(=O)n(CCO)c2c1CCCC2)N1CCCCC1 | i
CC(Oc1ccccc1F)C(=O)N1CCN(c2ccc(-c3ccco3)nn2)CC1 (configuration not stated) | i
CCc1ccc(Oc2cc(N3CCC(C(=O)NC4CCc5ccccc54)CC3)ncn2)cc1 (configuration not stated) | i

Other compounds:
SMILES | GIRK2 act
COc1ccc(NC(=O)Cn2cc(OC)c(=O)cc2CSc2ccc(Cl)cc2)cc1 | i
CCOc1ccc(C2=NN3C(C2)c2ccccc2OC3c2ccncc2)cc1 (configuration not stated) | i
CCn1nnc2c(N3CCN(CC(N)=O)CC3)ncnc21 | i
O=C(CCCc1ccccc1)NCCNC(=O)c1ccc(NC(=O)C2CC2)cc1 | i
Cc1ccc(S(=O)(=O)N(C)c2ccsc2C(=O)n2nc(C)cc2C)cc1 | i
O=C(C1c2ccccc2Oc2ccccc21)N1CCN(c2ccc(-c3ccncc3)nn2)CC1 | i
CC(C)c1ccc(NC(=O)C(=O)NCC2CCN(C(=O)c3cccnc3)CC2)cc1 | i
O=C(Nc1nc2ccc(Cl)cc2s1)C1CCCN(c2cc(-n3cccn3)ncn2)C1 (configuration not stated) | i
O=C(CCCS(=O)(=O)c1ccccc1)Nc1nc(-c2cc(Cl)ccc2Cl)cs1 | i
COc1cccc2cc(C(=O)NCC3CCN(C(=O)/C=C/c4ccco4)CC3)c(=O)oc12 | i

Following part:
SMILES | GIRK2 act
Cc1cc(-c2nnc(NC(=O)c3ccccc3)o2)n(C)n1 | i
Cc1nc(NCc2ccccc2)sc1C(=O)NCc1ccccc1Cl | i
COc1ccc(OC)c(-c2ccc(N3CCN(C(=O)CCCc4ccccc4)CC3)nn2)c1 | i
O=C(NCCNC(=O)c1cccc2ccccc12)c1ccc(NC(=O)C2CC2)cc1 | i
O=C(NC(c1ccccc1)c1ccccc1)c1ccc(S(=O)(=O)NCc2ccco2)o1 | i
CSc1ccccc1NC(=O)C(=O)NCC(C)(O)C1CC1 (configuration not stated) | i
CC(C)N(C(=O)CSc1nc(=O)n2ccccc2n1)C(C)C | i
CC(=O)c1cccc(NS(=O)(=O)CCOc2ccc(F)cc2)c1 | i
O=C(CCCCn1c(=O)[nH]c2ccccc2c1=O)NCc1ccc(Cl)cc1 | i
CCOC(=O)c1c(SCC(=O)NC2CCCC2)nc(=O)[nH]c1C | i

A draw from above in order of length of the SMILES, smallest number first:
SMILES | GIRK2 act
Cc1cc(-c2nnc(NC(=O)c3ccccc3)o2)n(C)n1 | i
CC(C)N(C(=O)CSc1nc(=O)n2ccccc2n1)C(C)C | i
CCOC(=O)c1c(SCC(=O)NC2CCCC2)nc(=O)[nH]c1C | i
O=C(CCCCn1c(=O)[nH]c2ccccc2c1=O)NCc1ccc(Cl)cc1 | i
O=C(NCCNC(=O)c1cccc2ccccc12)c1ccc(NC(=O)C2CC2)cc1 | i

More records
SMILES | GIRK2 act
Cc1[nH]c(=O)[nH]c(=O)c1CC(=O)NCc1ccc(OCc2ccccc2)cc1 | i
CCN1C(=O)c2cccc3c(NC(=O)CS(=O)(=O)Cc4ccccc4)ccc1c23 | i
CCOc1ccc(NC(=O)c2nnn(-c3ccccc3)c2C(C)C)cc1 | i
Cc1c(C(=O)N2CCCC2)c(C(F)(F)F)nn1C1CCN(C(C)C)CC1 | i
CCN(Cc1ccccc1)S(=O)(=O)c1ccc(C(=O)Nc2ccccc2SC)cc1 | i
O=C(Nc1ccc([N+](=O)[O-])cc1)c1ccc(=O)n(Cc2cccc(Cl)c2)c1 | i
O=C(CSc1ccc(NC(=O)c2ccccc2)nn1)NCc1ccc(F)cc1 | i
O=C1CC(NC(=O)c2ccc(Br)o2)CN1 (configuration not stated) | i
O=S(=O)(c1ccc2c(c1)OCCO2)N(Cc1ccccn1)CC(F)(F)F | i
C=CCNC(=O)COc1ccc(Br)cc1Br | i

(listing goes on)
SMILES | GIRK2 act
O=C(CCc1ccccc1)NCC1CCN(Cc2ccsc2)CC1 | i
CCc1ccccc1NC(=O)Cn1nc(SC)c(-c2nc(-c3ccc(OC)cc3)no2)c1N | i
COc1ccc(-c2ccc(OCCNS(=O)(=O)c3c(C)cc(C)cc3C)nn2)cc1 | i
O=C(CS(=O)(=O)c1ccc(Cl)s1)NCCc1ccccc1 | i
Cc1nn2c(N3CCN(C)CC3)cc(-c3ccccc3)nc2c1-c1ccccc1 | i
COC(=O)c1ccc2c(=O)n(CC(=O)NCc3cccs3)c(=S)[nH]c2c1 | i
O=C(NCC1COC2(CCCCC2)O1)c1cc([N+](=O)[O-])ccc1Cl (configuration not stated) | i
O=C(Nc1c[nH]c2ccccc12)N1CCCCC1CCO (configuration not stated) | i
COc1cccc(OCC(=O)NCC2CCN(C)CC2)c1 | i
CC(C)CCNS(=O)(=O)CCCOc1ccc(F)cc1 | i

New compounds follow.
SMILES | GIRK2 act
COc1ccc(NC(=O)CSc2nc3c(c(=O)[nH]2)CN(Cc2ccccc2)CC3)cc1Cl | i
O=C(CSc1nc2c(c(=O)[nH]1)CN(Cc1ccc3c(c1)OCO3)CC2)Nc1ccc(F)c(F)c1 | i
O=C(Cc1cc(-c2ccc3c(c2)OCCO3)on1)Nc1nc2ccccc2s1 | i
CCCNC(=O)Cn1nc2c(c1NC(=O)c1ccc(Br)o1)CSC2 | i
CSc1ccc(CNC(=O)c2ccc3c(=O)n4c(nc3c2)SCC4)cc1 | i
CC(C)COc1ccc(C(=O)Nc2nonc2-c2ccccc2)cc1 | i
Cc1ccc(-c2nsc(C(=O)NCC3CCCO3)c2N)cc1 (configuration not stated) | i
CC(C)(C)n1ncc2c(=O)n(NC(=O)Cc3ccc(Cl)cc3)cnc21 | i
O=C(NC(=S)NC1CCS(=O)(=O)C1)c1ccc([N+](=O)[O-])cc1 (configuration not stated) | i
O=C(c1ncccn1)N1CCN(c2ccc(N3CCOCC3)nn2)CC1 | i

Additional entries follow:
SMILES | GIRK2 act
O=C(Cc1ccc(NC(=O)NCc2cccs2)cc1)NCC(F)(F)F | i
O=C(NCC(O)(c1cccs1)C1CC1)c1cc(-c2ccccc2)on1 (configuration not stated) | i
CC(=O)Nc1ccc(C(=O)NCCNC(=O)Nc2ccc(C(C)(C)C)cc2)cc1 | i
COc1cc(C(=O)Nc2nnc(CS(=O)(=O)c3ccccc3)o2)cc(OC)c1OC | i
Cc1nn(C2CCS(=O)(=O)C2)c2nc(-c3cccs3)cc(C(=O)N3CCCC3)c12 (configuration not stated) | i
CC1=C(c2nc(-c3ccc(C)cc3)no2)C(c2ccc(Cl)cc2)NC(=S)N1 (configuration not stated) | i
O=C(Cc1ccc(F)cc1)N1CCC(c2ccsc2)CC1 | i
CCOc1ccc(/C=C/C(=O)NCCc2ccccc2)cc1 | i
O=C(c1cccs1)N1CCc2ccc(NS(=O)(=O)Cc3cccc(Cl)c3)cc21 | i
CCc1cc(S(=O)(=O)Nc2cc(C)ccn2)ccc1OC | i

The list goes on:
SMILES | GIRK2 act
COc1ccc(CNC(=O)NCC(O)c2sccc2C)cc1OC (configuration not stated) | i
Cc1cc(NC(=O)CSc2cc(N3CCCC3)ncn2)no1 | i
O=[N+]([O-])c1ccccc1S(=O)(=O)NCCOc1ccc(-c2cccs2)nn1 | i
O=C(CCC(=O)c1ccccc1)NCCCn1cccc1 | i
O=C(Nc1cccs1)N1CCN(Cc2nc(-c3cccs3)cs2)CC1 | i
CNC(=O)Cc1csc(NC(=O)c2ccc(=O)[nH]c2)n1 | i
COc1ccc(CC(=O)Nc2ccc3c(c2)N(C(=O)c2cccs2)CC3)cc1OC | i
CONC(=O)C1CN(c2nc3c(F)cccc3s2)C1 | i
CC(C)(C)c1cc(NC(=O)CCSc2ccccc2)n(CCO)n1 | i
COc1ccc(-c2cc(=O)n(CC(=O)Nc3cccc(C(F)(F)F)c3)cn2)cc1 | i

Going on with the list.
SMILES | GIRK2 act
Cn1c(=O)c2c(NCCc3ccc(S(N)(=O)=O)cc3)ccnc2n(C)c1=O | i
Cn1c(=O)c(C(=O)Nc2ccc(Oc3ccccc3)cc2)cc2cccnc21 | i
CCOC(=O)C1CCN(CC(=O)O)CC1 | i
CCc1nc2sc(C(c3cccc(Br)c3)N3CCN(CC)CC3)c(O)n2n1 (configuration not stated) | i
O=S(=O)(c1ccc2c(c1)CCCC2)N1CCCSCC1CN1CCOCC1 (configuration not stated) | i
CCOC(=O)Cc1csc(NC(=O)CCc2c(C)nn(-c3nc(C)cc(=O)[nH]3)c2C)n1 | i
COc1ccc(NC(C)=O)cc1NC(=O)CCCn1nc(-c2cccs2)ccc1=O | i
O=C(Nc1nccs1)C1CCN(C(=O)COc2ccc(Cl)cc2Cl)CC1 | i
COc1nn(C)cc1-c1nnc(SCC(=O)N2CCCCC2)n1C | i
O=C(Cc1cc(-c2cccs2)on1)NCCN1CCOCC1 | i

Following part.
SMILES | GIRK2 act
O=C(Nc1cccc(N2CCCS2(=O)=O)c1)Nc1ccc2c(c1)OCO2 | i
Cc1cnc2c(c1SCc1cccc(C(F)(F)F)c1)c(=O)n(C)c(=O)n2C | i
O=C(c1c(F)cccc1Cl)N1CCN(c2cc(-n3ccnc3)ncn2)CC1 | i
Cn1ccnc1N1CCN(C(=O)CSCc2ccccc2)CC1 | i
O=C(NNC(=O)c1cccn(Cc2ccc(F)cc2)c1=O)c1ccc(Br)o1 | i
Clc1cccc(-c2noc(-c3cn[nH]c3-c3ccccc3)n2)c1 | i
CCOC(=O)c1c(SCC(=O)O)nc(=O)[nH]c1C | i
CCCNC(=O)COc1coc(CN2CCN(c3cccc(Cl)c3)CC2)cc1=O | i
Cc1ccc(NCCNS(=O)(=O)c2ccc(OC(F)(F)F)cc2)nn1 | i
CCOC(=O)CSc1nnc(CCn2ccc(=O)[nH]c2=O)o1 | i

More compounds:
SMILES | GIRK2 act
O=S(=O)(Cc1ccc(C(F)(F)F)cc1)N1CCC(c2cccs2)CC1 | i
CCc1ccc(Oc2cc(N3CCC(C(=O)NCCc4cccs4)CC3)ncn2)cc1 | i
COc1ccc(C(=O)CSc2ncnc3c2nnn3C)cc1 | i
Cc1ccc(S(=O)(=O)N(C)c2ccc(C(=O)N3C(C)CCCC3C)cc2)cc1 (configuration not stated) | i
COc1ccc(-c2nsc(C(=O)NCc3ccc(F)cc3)c2N)cc1 | i
CC(C)CNC(=O)c1nnn(-c2ccccc2)c1CSc1ncccn1 | i
CCOc1ccc(C(=O)NCCN2CCOC(c3ccccc3)C2)cc1 (configuration not stated) | i
O=S(=O)(NCCNc1ccc(Nc2ccncc2)nn1)c1cc(Cl)ccc1Cl | i
COc1ccc(S(=O)(=O)N2CCC3(CC2)C(=O)N(C)C(=O)N3C)c(OC)c1OC | i
COc1ccc(SCCC(=O)Nc2nc3ccc(C)cc3s2)cc1 | i

Next part.
SMILES | GIRK2 act
CC(C)c1ccc(NC(=O)c2cc3c(=O)n(C)c(=O)n(C)c3s2)cc1 | i
Cc1ccnc(Nc2ccc(N3CCN(C(=O)c4cc5ccccc5oc4=O)CC3)nn2)c1 | i
Cc1cc(-c2nnc(NC(=O)CN3C(=O)CCC3=O)o2)nn1C | i
COc1ccc(C(=O)NCC(O)c2ccsc2)cc1 (configuration not stated) | i
COc1ccc(-c2nnc(NC(=O)c3ccno3)o2)cc1 | i
CCn1c(=O)cc(N2CCN(c3ccccc3OC)CC2)[nH]c1=O | i
Nc1c(C(=O)N2CCCC2)nsc1C(=O)NCc1ccccc1 | i
CCc1cccc(CC)c1NC(=O)c1ccccc1Cl | i
Cc1sc(NC(=O)Cc2ccccc2)c(-c2nc3ccccc3s2)c1C | i
CSc1ccccc1C(=O)N(Cc1ccsc1)C1CC1 | i

Next part:
SMILES | GIRK2 act
CN(Cc1ccccc1)S(=O)(=O)c1ccc(-c2nc(C#N)c(N3CCc4ccccc4C3)o2)cc1 | i
CC(C)N1CCC(CNS(=O)(=O)c2ccc3c(c2)CCCC3)CC1 | i
O=C(Cn1cnc(-c2cccs2)cc1=O)Nc1cccc2nsnc12 | i
Cc1cc(N(C)C)nc(NCCNS(=O)(=O)c2cccnc2)n1 | i
Cc1cc(C)n(CC2CCN(C(=O)CSc3ccc(F)cc3)CC2)n1 | i
COc1ccc(-c2cn(CC(=O)Nc3ccc(F)cc3)nc2N(C)C)cc1 | i
O=C(CSc1ncccn1)Nc1ncc(Cc2cc(C(F)(F)F)ccc2Cl)s1 | i
O=C(c1ccc(Cl)cc1Cl)N(Cc1ccsc1)Cc1ccccn1 | i
O=S(=O)(NCCOc1ccc(-c2ccc(F)cc2)nn1)c1ccc(C(F)(F)F)cc1 | i
COc1ccc2nc(-c3ccc(OC)c(NC(=O)CC4CCCCC4)c3)cn2n1 | i

Other entries.
SMILES | GIRK2 act
CS(=O)(=O)N1CCC(c2nnc(-c3ccc(F)cc3)o2)CC1 | i
CC(C)c1nnc(C2CCN(C(=O)c3cc(=O)c4ccccc4o3)CC2)o1 | i
COc1ccc(-c2nnc(NC(=O)/C=C/c3cccs3)o2)cc1OC | i
CCCC(CCC)C(=O)Nc1cc(C)nn1-c1nc2c(cnn2-c2ccc(C)cc2)c(=O)[nH]1 | i
Cc1nnc2sc(-c3cccc(NC(=O)c4ccc5c(c4)OCCO5)c3)nn12 | i
O=c1ccc(-c2cccs2)nn1CCCNS(=O)(=O)c1ccc2c(c1)OCCO2 | i
COc1cc(OC)c2c(=O)c(-c3ccc(OC4OC(CO)C(O)C(O)C4O)cc3)coc2c1 (configuration not stated) | i

Only part of the results is shown (hit frequency here may not be typical).
